STK33 inh – STK33 kinase inhibitors, primary screen, biochemical, luminescence, ADP-Glo, MBP substrate | Serine/threonine-protein kinase 33 (Homo sapiens), Q9BYT3 | inhibition, % at 12.5 µM | 0.44% of 27,000 active; in the data active = inhibition above about 20%
Target sequence (Q9BYT3 whole entry, looked up): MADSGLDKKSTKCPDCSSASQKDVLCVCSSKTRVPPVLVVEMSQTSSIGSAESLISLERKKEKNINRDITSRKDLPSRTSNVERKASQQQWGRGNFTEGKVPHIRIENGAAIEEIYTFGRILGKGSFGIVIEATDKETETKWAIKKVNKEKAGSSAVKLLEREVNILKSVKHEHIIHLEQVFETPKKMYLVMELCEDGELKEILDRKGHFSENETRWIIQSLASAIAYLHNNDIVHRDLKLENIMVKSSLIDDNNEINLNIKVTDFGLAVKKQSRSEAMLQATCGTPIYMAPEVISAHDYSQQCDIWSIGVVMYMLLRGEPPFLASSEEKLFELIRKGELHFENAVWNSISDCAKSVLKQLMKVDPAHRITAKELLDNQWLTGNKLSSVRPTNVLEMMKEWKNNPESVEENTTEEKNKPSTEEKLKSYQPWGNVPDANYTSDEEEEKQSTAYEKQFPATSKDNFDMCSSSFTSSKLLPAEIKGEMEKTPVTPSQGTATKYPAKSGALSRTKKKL
mut p53 react – mutant p53 pathway re-activators, primary screen, cell-based, SW480, luciferase, single point, HTS; SW480 PUMA-promoter luciferase, p53 mutant reactivation; activation, % at 9.98 µM; 1.5% of 28,000 active; AID 624151, 2012; in the data active = activation above about 52%
Numbers without * were called inactive; nt = not tested or not shown. A portion of the library. The share of hits here may be higher or lower than overall.

SMILES	STK33 inh	mut p53 react
Nc1c2c(nc3ccccc13)CCCC2O (stereo unspecified)	4	nt
C/C=C(/C)C(=O)OC1c2c(ccc3ccc(=O)oc23)OC(C)(C)C1OC(=O)/C(C)=C\C (stereo unspecified)	-2	7
COc1cc([C@H]2Oc3cc([C@H]4Oc5cc(O)cc(O)c5C(=O)[C@@H]4O)ccc3O[C@@H]2CO)ccc1O	1	nt
CCOc1ccc(NC(=O)Cn2cc(C(=O)c3cccs3)c3ccccc32)cc1	0	10
Cc1cc(C)cc(OCC2CNC(=O)O2)c1 (stereo unspecified)	2	9
CCn1cc(C(=O)O)c(=O)c2cc(F)c(N3CCNCC3)nc21	4	nt
COc1c(O)cc2c(c1O)[C@H]1O[C@H](CO)[C@@H](O)[C@H](O)[C@@H]1OC2=O	1	nt
CCOC(=O)NNc1nncc2ccccc12	0	5
Cc1cccc(Nc2cc(Cl)nc(SCC(=O)O)n2)c1C	-1	nt
CCCCCC(=O)O[C@]1(C(C)=O)CCC2C3CCC4=CC(=O)CC[C@]4(C)C3CC[C@@]21C (stereo partly specified)	14	nt

Among those listed so far, these have sulfur:
SMILES	STK33 inh	mut p53 react
CCOc1ccc(NC(=O)Cn2cc(C(=O)c3cccs3)c3ccccc32)cc1	0	10
Cc1cccc(Nc2cc(Cl)nc(SCC(=O)O)n2)c1C	-1	nt

Returning to the listing; the 4 compounds before the break are reprinted first.
SMILES	STK33 inh	mut p53 react
COc1c(O)cc2c(c1O)[C@H]1O[C@H](CO)[C@@H](O)[C@H](O)[C@@H]1OC2=O	1	nt
CCOC(=O)NNc1nncc2ccccc12	0	5
Cc1cccc(Nc2cc(Cl)nc(SCC(=O)O)n2)c1C	-1	nt
CCCCCC(=O)O[C@]1(C(C)=O)CCC2C3CCC4=CC(=O)CC[C@]4(C)C3CC[C@@]21C (stereo partly specified)	14	nt
CCC(=O)O[C@]1(C(=O)SCF)[C@H](C)C[C@H]2[C@@H]3C[C@H](F)C4=CC(=O)C=C[C@]4(C)[C@@]3(F)[C@@H](O)C[C@@]21C	-2	4
COc1ccc(OCC(=O)Nc2cc(-c3nc4ccccc4s3)ccc2C)cc1	6	30
C[C@H]1[C@H](C)CC[C@]2(C(=O)O[C@@H]3O[C@H](COC4O[C@H](CO)[C@@H](OC5O[C@@H](C)[C@H](O)[C@@H](O)[C@H]5O)[C@H](O)[C@H]4O)[C@@H](O)[C@H](O)[C@H]3O)CC[C@]3(C)C(=CC[C@@H]4[C@@]5(C)C[C@@H](O)[C@H](O)[C@@](C)(CO)C5CC[C@]43C)[C@H]12 (stereo partly specified)	5	12
NC(N)=NC(=O)Cc1c(Cl)cccc1Cl	2	14
COc1ccc2ccc(=O)oc2c1	nt	-9
CCCCCCc1ccc(O)cc1O	2	nt
Cc1cccc(C)c1NC(=O)C1CCCCN1C (stereo unspecified)	-3	2
O=c1cc(-c2ccc(O)cc2)oc2cc(O[C@@H]3O[C@H](CO)[C@@H](O)[C@H](O)[C@H]3O[C@@H]3OC[C@](O)(CO)[C@H]3O)cc(O)c12	12	-2
COc1ccccc1OCCNCC(O)COc1cccc2[nH]c3ccccc3c12 (stereo unspecified)	1	-4
Cn1c(=O)c2c(ncn2CCO)n(C)c1=O	-7	nt

Copied from the list:
COc1ccc2ccc(=O)oc2c1 @ mut p53 react: -9
Cc1cccc(C)c1NC(=O)C1CCCCN1C (stereo unspecified) @ STK33 inh: -3
NC(N)=NC(=O)Cc1c(Cl)cccc1Cl @ mut p53 react: 14
COc1ccc(OCC(=O)Nc2cc(-c3nc4ccccc4s3)ccc2C)cc1 @ mut p53 react: 30
O=c1cc(-c2ccc(O)cc2)oc2cc(O[C@@H]3O[C@H](CO)[C@@H](O)[C@H](O)[C@H]3O[C@@H]3OC[C@](O)(CO)[C@H]3O)cc(O)c12 @ mut p53 react: -2
